FAS TE block: FAS thioesterase domain inhibitors, primary screen, biochemical, fluorescence intensity, uHTS; Fatty acid synthase (Homo sapiens), P49327; actives 0.67% (n = 360,000); AID 602261, 2012; inhibition, % at 15 µM; recombinant FAS-TE, OMFH fluorogenic substrate, fluorescence endpoint;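 active = compounds whose normalised, plate-corrected inhibition of enzyme fluorescence in the single-dose primary screen is 50% or more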;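 note: 0% = DMSO with enzyme and 100% = substrate without enzyme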
MT1-MMP act inh: blockers of MT1-MMP proenzyme processing, primary screen, HT1080 RFP-PRO-GFP cells, GFP/RFP fluorescence | Matrix metalloproteinase-14 (Homo sapiens), P50281 | GFP/RFP ratio fluorescence, overnight; percent of plate control window, DMSO zero | GFP/RFP ratio change, % at 20 µM | actives 0.061% (n = 360,000) | AID 651647, 2012;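 active = GFP/RFP ratio change of at least 30% with cell ATP level not reduced by more than half and red fluorescence within 50% of control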; note: strong numbers were not always called active
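Material: RFP-PRO-GFP reporter HT1080 cells. Dosing: single-point 20 µM compound, 1% DMSO. Controls: DMSO and RFP-L50D-GFP cell wells. Timing: cells overnight before dosing, compound overnight, 37 °C, 5% CO2. Measure: GFP/RFP fluorescence ratio.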
Neddyl block: inhibitors of cullin neddylation, primary screen, biochemical, TR-FRET, uHTS, NAE and Ubc12 | calls only at 25 µM | actives 0.58% (n = 360,000) | AID 651699, 2012; in the data active = inhibition above about 36%
CSN deneddyl inh: inhibitors of CSN-mediated cullin deneddylation, primary screen, biochemical, fluorescence polarization, uHTS. COP9 signalosome complex subunit 5 (Homo sapiens), Q92905. Purified CSN, SCF-Nedd8-OG deneddylation. inhibition, % at 12.5 µM. actives 0.38% (n = 360,000). AID 651999, 2013;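 active = pattern-corrected inhibition above about 35%, with an unprinted fluorescence ratio check between 0.5 and 1.5, limit read from the data, passing the limit was not always enough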;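 note: 0% = enzyme with substrate and 100% = substrate without enzyme; some results filed as inactive read as strong as hits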
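Test system: Human Csn5 produced in HEK293T cells | Compound: 12.5 µM single point | Times: 90 min, room temperature | Signal: Fluorescence polarization readout | Read-out basis: % inhibition of substrate cleavage by Csn5 | Controls: no-enzyme wells high, enzyme-with-substrate wells low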
PABP1 MLLE inh: inhibitors of PABP1 MLLE–PAM2 peptide binding, primary screen, biochemical, fluorescence polarization, FITC-PAM2, GST-MLLE. actives 0.36% (n = 360,000). Polyadenylate-binding protein 1 (Homo sapiens), P11940. inhibition, % at 20 µM; in the data active = inhibition above about 35%, passing the limit was not always enough;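 note: plate controls were DMSO wells with GST-MLLE for no effect and wells lacking GST-MLLE protein for full effect; some results filed as inactive read as strong as hits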
Target sequence (P11940 whole entry, looked up): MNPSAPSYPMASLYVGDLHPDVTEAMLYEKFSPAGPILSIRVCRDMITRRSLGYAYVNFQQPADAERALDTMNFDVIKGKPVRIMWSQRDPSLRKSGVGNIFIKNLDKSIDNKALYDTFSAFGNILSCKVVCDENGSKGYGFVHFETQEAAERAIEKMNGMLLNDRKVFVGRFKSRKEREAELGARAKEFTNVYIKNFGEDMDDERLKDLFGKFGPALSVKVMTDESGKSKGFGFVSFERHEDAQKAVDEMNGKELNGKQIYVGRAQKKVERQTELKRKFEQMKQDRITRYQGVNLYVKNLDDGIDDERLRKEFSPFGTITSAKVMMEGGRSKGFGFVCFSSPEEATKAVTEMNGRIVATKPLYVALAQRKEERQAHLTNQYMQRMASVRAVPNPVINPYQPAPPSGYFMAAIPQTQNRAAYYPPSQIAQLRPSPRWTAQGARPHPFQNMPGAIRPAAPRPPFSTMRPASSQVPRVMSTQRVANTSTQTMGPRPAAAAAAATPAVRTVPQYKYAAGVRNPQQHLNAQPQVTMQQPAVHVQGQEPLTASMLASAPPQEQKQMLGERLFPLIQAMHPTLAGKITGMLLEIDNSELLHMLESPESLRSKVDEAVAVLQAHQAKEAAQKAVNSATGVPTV
SKN-1 inh: suppressors of acrylamide-induced Pgst-4::GFP reporter in worms, primary screen, SKN-1 inhibitor project, whole organism, uHTS, GFP/RFP fluorescence ratio, strain VP596; C. elegans VP596 Pgst-4::GFP/RFP ratio, 24 h; inhibition, % at 21.8 µM; actives 0.49% (n = 360,000); AID 624304, 2012;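 active = interference check ratio from 0.5 to 1.5 plus GFP to RFP signal ratio inhibition reaching or exceeding a fixed threshold, cut at about 30% in these data, passing the limit was not always enough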; note: some compounds called inactive have numbers as strong as hits
NadD inh: inhibitors of S. aureus NadD, primary screen, biochemical, colorimetric, uHTS | Nicotinate-nucleotide adenylyltransferase NadD (Staphylococcus aureus N315) | purified NadD enzyme, colorimetric absorbance read-out | inhibition, % at 20 µM | actives 0.78% (n = 360,000) | AID 602399, 2012; in the data active = inhibition above about 26%; note: some compounds past the cut are filed as inactive
Rpn11 block: Rpn11 (PSMD14) deubiquitinase inhibitors, primary screen, biochemical, fluorescence polarization, uHTS. human 26S proteasome, Ub4-pepOG fluorescence polarization; 20S core pre-blocked with epoxomicin. calls only at 20 µM. actives 0.59% (n = 360,000). AID 588493, 2011;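 active = inhibition at 20 µM, scaled to each plate's controls, above about 33%, limit read from the data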
Target sequence (O00487 whole entry, looked up): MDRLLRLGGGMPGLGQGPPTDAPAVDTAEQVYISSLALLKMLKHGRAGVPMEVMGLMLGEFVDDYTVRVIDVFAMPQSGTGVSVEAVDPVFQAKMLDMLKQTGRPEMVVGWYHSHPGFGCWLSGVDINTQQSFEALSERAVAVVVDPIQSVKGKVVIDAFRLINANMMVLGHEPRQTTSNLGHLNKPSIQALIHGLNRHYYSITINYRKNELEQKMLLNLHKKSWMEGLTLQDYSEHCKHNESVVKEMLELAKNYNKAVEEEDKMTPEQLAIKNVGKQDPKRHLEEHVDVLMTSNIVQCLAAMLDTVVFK
Rin1-Abl PPI inh: inhibitors of Rin1-Abl protein binding, primary screen, biochemical, TR-FRET | Tyrosine-protein kinase ABL1 (Homo sapiens) + Ras and Rab interactor 1 (Homo sapiens), … | inhibition, % at 7.35 µM | actives 0.4% (n = 360,000) | AID 588664, 2011; in the data active = inhibition above about 5%, passing the limit was not always enough
Numbers without * were called inactive; i = inactive; nt = no result given; + = active, no number. This is a random part of the collection, and some 3.9% of all compounds hit somewhere here.

Molecule	Neddyl block	Rpn11 block	MT1-MMP act inh	CSN deneddyl inh	PABP1 MLLE inh	Rin1-Abl PPI inh	FAS TE block	NadD inh	SKN-1 inh
O=C(CSC1=NS(=O)(=O)c2ccccc21)Nc1ccccc1	i	i	5	4	23	0	-21	2	6
CCOC(=O)N1CCN(C(=O)c2ccc3c(=O)n(CCc4ccccc4)c(=O)[nH]c3c2)CC1	i	i	1	4	7	-2	-3	-3	-7
CC(=O)c1ccc(NC(=O)CCCCCn2nnc3ccccc3c2=O)cc1	i	i	-4	-4	-5	2	-2	5	-9
O=C(COC(=O)/C=C/c1ccc(C(F)(F)F)cc1)NC(=O)NCc1ccco1	i	i	-6	1	-4	2	3	-2	-17
O=C(CCC(=O)Nc1ccccc1)NNC(=O)c1ccccc1Cl	i	i	2	-4	-4	1	-3	-1	-9
O=C(CSCc1cc(=O)n2ccsc2n1)Nc1ccccc1	i	i	-2	3	11	-3	-4	5	5
CCc1ccc(C2c3[nH]c4ccccc4c3CCN2C(=O)CN2CCN(CC)CC2)cc1 (configuration not stated)	i	i	-4	3	-7	3	9	5	6
O=C(CCCNC(=O)c1ccc(Cl)cc1)Nc1ncccc1O	i	i	1	3	5	1	-2	-3	0
Cc1ccc2c(c1)N(CCC(=O)NCCCOC(C)C)C(=O)C(C)O2 (configuration not stated)	i	i	6	-3	-6	-3	-5	6	2
Nc1c(S(=O)(=O)c2ccccc2)csc1C(=O)O	i	i	1	-8	0	-1	-2	-3	-2
O=C(CC1SC(N2CCCC2)=NC1=O)Nc1ccc(C(=O)NCc2ccccc2F)cc1 (configuration not stated)	i	i	1	-2	10	0	-5	7	6
CCCc1n[nH]c2c1/C(=N\O)CCC2	i	i	-6	4	3	-4	-3	-3	-15
CCOc1cc(C(=S)N2CCCC2)ccc1O	i	i	0	-5	28	1	-6	0	0
CCN(CC)CCCNC(=O)/C=C/C(=O)O	i	i	1	-6	21	0	-2	3	-6
CCN1CCN(CCC(=O)Nc2ccc(C)cc2)CC1	i	i	3	4	3	0	-7	-6	-5
Cc1ccc2c(C)c(C(=O)NCCN3CCOC3=O)oc2c1C	i	i	0	3	-2	0	-2	4	-5
Cc1ccc(C(C)NC(=O)C23CC4CC(CC(C4)C2)C3)cc1 (configuration not stated)	i	i	1	1	5	6.0*	2	-4	-9
CCCOc1ccc(Cl)cc1CNc1ccccc1	i	i	3	2	4	1	45	5	7
CCOc1ccccc1NC(=O)Cn1c(=O)n(-c2ccc(OC)cc2OC)c(=O)c2c(C)c(C(=O)N(CC)CC)sc21	i	i	5	3	-1	3	10	1	-1
CC(=O)N/C(=C\c1ccccc1)C(=O)NCC(=O)O	i	i	2	-14	0	-2	-10	-1	0

Shown as a hit in Rin1-Abl PPI inh, of those listed so far:
mol	Neddyl block	Rpn11 block	MT1-MMP act inh	CSN deneddyl inh	PABP1 MLLE inh	Rin1-Abl PPI inh	NadD inh	SKN-1 inh
Cc1ccc(C(C)NC(=O)C23CC4CC(CC(C4)C2)C3)cc1 (configuration not stated)	i	i	1	1	5	6.0*	-4	-9

Going on with the list.
Molecule	Neddyl block	Rpn11 block	MT1-MMP act inh	CSN deneddyl inh	PABP1 MLLE inh	Rin1-Abl PPI inh	FAS TE block	NadD inh	SKN-1 inh
COc1cc(C(=O)NN(CCC#N)C2=NS(=O)(=O)c3ccccc32)cc(OC)c1OC	i	i	0	-4	-5	-3	-5	-7	0
COP(C)(=O)c1c(C)nn(-c2ccccc2)c1C (configuration not stated)	i	i	2	-5	0	1	-7	5	0
COc1ccc(-n2nnnc2SCC(=O)Nc2cc(OC)c([N+](=O)[O-])cc2C)cc1	i	i	1	1	-9	0	3	13	-11
CC1C2(C)OC(=N)C(C#N)(C(C)O2)C1(C#N)C#N (configuration not stated)	nt	i	-4	-8	64*	-2	-5	-2	73
O=C(COC(=O)c1cc(S(=O)(=O)N2CCOCC2)ccc1F)c1ccc[nH]1	i	i	0	-4	-5	-1	-10	-2	1
CCOC(=O)Nc1oc2ccccc2c(=O)c1CN1CCOCC1	i	i	6	3	7	-6	-2	-8	0
CCCCSc1nc(C)cc(SCC(=O)N/N=C/c2ccccc2)n1	i	i	-2	3	-2	0	24	-1	-7
COc1ccc(CCn2c(-c3ccc(OC)cc3)nc3c(c(=O)c4ccccc4n3C)c2=O)cc1	i	i	-8	3	2	-5	0	12	-5
CC1(C)C(C=C(Cl)Cl)C1C(=O)N(Cc1ccccc1Cl)C1CCS(=O)(=O)C1 (configuration not stated)	i	i	-20	3	-7	0	27	-5	20
CCCn1c(N)c(N(CCOC)C(=O)c2ccc(F)cc2)c(=O)[nH]c1=O	i	i	3	2	-18	0	-3	-3	-30
O=C(O)c1ccccc1NC(=O)N1CCOCC1	nt	i	0	-3	-12	0	-3	-7	12
COc1ccc(/C=C2/SC(=O)N(CC(=O)NCCC(C)C)C2=O)cc1OC	nt	i	5	-3	13	1	5	-9	8
CCOC(=O)CNC(=O)CSc1nnc(-c2cccc(C)c2)n1-c1ccc(OC)cc1	i	i	1	-1	-4	-3	-7	5	-8
Cn1c(SCC(=O)N2CCCc3ccccc32)nc2ccccc2c1=O	i	i	-5	2	-5	1	11	-5	-10
Cc1ccc(C(=O)c2coc3ccc(OCC(=O)O)cc23)cc1	i	i	-2	7	11	-1	-13	-4	-2
C#CC(CC)(CC)NC(=O)c1ccc(Br)s1	i	i	1	-5	-4	2	-1	-3	16
Cc1cccnc1NC(=O)CSc1ncnc2sc(C)c(C)c12	i	i	1	-7	-13	-1	-8	-5	-20
CC(C)C1N=C2c3ccccc3N=C(SCC(=O)c3ccc(O)c(O)c3)N2C1=O (configuration not stated)	i	i	0	16	-51	0	9	3	14
O=C(Cc1ccccc1)NNC(=O)c1ccc(Br)o1	i	i	3	-3	6	-3	-4	2	-3
C=CCNc1nc2ccccc2nc1NS(=O)(=O)c1ccc(F)cc1	i	i	1	4	12	2	-1	-3	-14
Cc1csc(Cn2c(CN(C)C)nc3ccccc3c2=O)n1	i	i	-8	1	17	0	-3	0	7
CCc1noc(C)c1C(=O)N(CCC(C)C)c1c(N)n(Cc2ccccc2)c(=O)[nH]c1=O	i	i	2	-7	-13	2	-5	0	-12
CC1CCN(c2c(NCc3ccc(C(=O)N(C)C4CCCCC4)cc3)c(=O)c2=O)CC1	i	i	-3	3	2	-3	2	2	5
CN(C(=O)CN1C(=O)S/C(=C\c2ccc(F)cc2)C1=O)C1CCS(=O)(=O)C1 (configuration not stated)	i	i	1	-2	6	-2	0	-3	-2
CN(CCc1ccccc1)C(=O)c1[nH]c(C(F)(F)F)nc1-c1ccccc1	i	i	5	-8	-8	-4	-6	-5	-7
Nc1c(C(=O)O)sc2nc(-c3ccccc3)cc(-c3ccc(Cl)cc3)c12	i	i	11	5	-2	-1	18	5	-9
C/C(=N\NC(=O)Cc1csc(N2CCOCC2)n1)c1ccccc1	i	i	3	0	13	-3	-8	5	-7
CC(C)CCN1CCN(Cc2coc3ccccc3c2=O)CC1CCO (configuration not stated)	i	i	-3	1	-13	1	-3	1	0
O=C(CN1CCOCC1)NC1CC2CCC1C2 (configuration not stated)	i	i	2	1	-21	-2	-5	0	0
COCCCNC(=O)CCc1nnc(Cc2ccc(-c3ccccc3)cc2)o1	i	i	1	-5	-5	0	-2	5	-4
COc1ccc(C(=O)Oc2coc(CSc3nnc(NC(=O)c4cccs4)s3)cc2=O)cc1	i	i	2	-6	-3	-1	-4	25	-1
O=C(CCn1ccc2cc(S(=O)(=O)N3CCCC3)ccc21)NCCc1ccccc1	i	i	-1	7	1	-1	5	-7	8
COc1ccccc1N1CCN(S(=O)(=O)c2c(C(=O)N3CCOCC3)c(C)n(C)c2C)CC1	i	i	1	0	-5	-2	-3	8	14
CCOC(=O)c1[nH]c2cc(OC)c(OC)cc2c1NC(=O)CN(C)C1CCCCC1	nt	i	2	-2	10	-6	10	-4	18
Cc1ccc(-c2nc3cc(N)ccc3o2)cc1Br	nt	i	0	7	0	-1	3	-4	7
O=C(CCN1CCN(c2ccccc2F)CC1)Nc1ccccc1F	i	i	6	-4	5	3	2	-7	25
O=C1CCC(=O)N1c1ccc(CSc2nc3ccccc3[nH]2)cc1	i	i	4	-7	28	6	-9	0	10
NC(=O)COC(=O)c1ccc(Cl)c(S(=O)(=O)N2CCCCCC2)c1	i	i	1	-5	-1	2	1	-3	8
CCCCSc1nnc(-c2ccc(C)cc2)o1	i	i	-2	3	-21	-4	10	-1	1
CCCCC(=O)NS(=O)(=O)c1ccc(N=NN2CCOCC2)cc1	i	i	4	-2	0	-3	-9	0	5
O=C(Nc1ccnn1C1CCN(Cc2ccc(CO)o2)CC1)c1ccccc1	i	i	-1	2	12	4	-4	-3	-2
O=C(OCC(=O)c1ccc[nH]1)c1ccc(Br)cc1	i	i	2	5	-10	-1	-1	-2	-2
Cc1cccc(OC(=O)CN2C(=O)C3C4CCC(C4)C3C2=O)c1C (configuration not stated)	i	i	-6	4	8	-3	0	-7	-1
N#Cc1cccc(NC(=S)Nc2ccccc2)c1	i	i	-2	-3	27	-2	-4	4	12
COc1ccc(CCN2C(=O)CC(C(N)=O)SC2=Nc2ccccc2)cc1 (configuration not stated)	i	i	2	7	-3	-3	2	-10	6
O=C(NCC1CCCO1)C(=O)NCC(c1ccco1)N1CCN(c2ccccc2F)CC1 (configuration not stated)	i	i	3	-5	3	-2	-5	-2	4
CCOC1=C2[C@H](c3ccccc3Cl)N(S(=O)(=O)c3ccc(C)cc3)C[C@H]2C(C#N)(C#N)C(C#N)(C#N)C1	i	i	0	3	23	2	76*	10	-2
Cc1nc2cccc(C(=O)NC3CCCCC3)c2o1	i	i	-11	-3	-8	-6	-7	0	1
O=C(CCS(=O)(=O)Cc1ccccc1)NCC1CCCO1 (configuration not stated)	i	i	-2	3	-3	-1	-8	-5	3
O=C(c1cn(-c2ccccc2)nc1-c1cc2ccccc2oc1=O)N1CCOCC1	nt	i	-2	5	4	8.2*	1	10	-9
O=c1c2c(nc3cc(-c4ccccc4Cl)[nH]n13)CCS2	nt	+	-12	81*	-33	1	-5	10	11
CSc1cc(C)[nH]c(=O)n1	i	i	-1	2	-2	3	-6	-6	-1
CCNC(=O)CC1C(=O)N(c2ccc(C)cc2)C(=O)N1CCc1sccc1C (configuration not stated)	i	i	-1	13	-6	-2	-4	-6	-7
